Fam108B counter = blocks mouse Fam108B hydrolase in RBBP9 counter-screen; recombinant Fam108B, FP-Rh probe fluorescence polarization; inhibition, % at 9.51 µM; 300,000 tested, 0.33% active; AID 1947;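 active = inhibition above the screen mean inhibition plus 3 SD, computed separately per campaign, cut at about 18% in these data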;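 also: inhibitors lower polarization as less probe binds the enzyme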
TPT1 inh = C. albicans TPT1 enzyme inhibition; AID 1962; recombinant caTPT1, FP RNA substrate dephosphorylation; inhibition, % at 5 µM; 300,000 tested, 0.81% active;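 active = inhibition above the mean of all tested compounds plus 3 SD, set per screening campaign, cut at about 24% in these data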;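 also: plate controls were DMSO alone for no effect and ferristatin control at 100 nM for full effect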
MCL1-BIM inh = inhibitors of human MCL1 binding to BIM-BH3 peptide; Q07820; GST-MCL1 / FITC-Bim-BH3 fluorescence polarization; inhibition, % at 10.9 µM; 320,000 tested, 0.68% active; AID 2057;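 active = inhibition above the mean inhibition of all tested compounds plus 3 SD, set per campaign, cut at about 40% in these data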;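 also: 0% = DMSO wells and 100% = unlabeled Bim-BH3 peptide control; higher means more loss of mP so more displacement of Bim peptide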
Target sequence (Q07820 whole entry, looked up): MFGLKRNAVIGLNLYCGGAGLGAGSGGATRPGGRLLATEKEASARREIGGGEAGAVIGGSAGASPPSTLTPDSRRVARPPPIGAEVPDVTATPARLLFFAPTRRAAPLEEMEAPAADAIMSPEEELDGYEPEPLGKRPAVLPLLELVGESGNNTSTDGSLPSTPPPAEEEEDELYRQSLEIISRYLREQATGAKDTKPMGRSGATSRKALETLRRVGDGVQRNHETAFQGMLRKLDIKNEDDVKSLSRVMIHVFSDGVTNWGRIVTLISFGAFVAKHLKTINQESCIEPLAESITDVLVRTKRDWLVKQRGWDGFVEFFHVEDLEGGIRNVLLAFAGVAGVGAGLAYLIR
GLD-1 RNA inh = GLD-1-TGE RNA interaction inhibition (C. elegans). Q17339. purified GLD-1 + fluorescein TGE RNA, fluorescence polarization. inhibition, % at 5.96 µM. 320,000 tested, 0.44% active. AID 2280;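 active = percent inhibition above a per-plate cutoff, the plate mean of test compounds plus 3 SD, cut at about 30% in these data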;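 also: 0% = DMSO wells with GLD-1 and probe and 100% = wells lacking GLD-1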
PME-1 primary = blocks human protein phosphatase methylesterase 1. Q9Y570. recombinant PME-1, FP-Rh probe fluorescence polarization. inhibition, % at 5.9 µM. 320,000 tested, 0.53% active. AID 2130;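 active = inhibition above the campaign mean of all compounds plus 3 SD, cut at about 26% in these data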;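 also: competitive labeling of PME-1 active site by serine hydrolase directed probe; 0% = PME-1 with DMSO and 100% = wells lacking PME-1 enzyme; inhibitors block probe labeling so polarization falls and inhibition rises; many of its hits are not listed in these tables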
Bcl-xL primary = Bcl-xL (human) inhibition. GST-Bcl-xL / FITC-Bim BH3 peptide fluorescence polarization. 320,000 tested, 0.7% active. Q07817. AID 2129. inhibition, % at 10.9 µM;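 active = inhibition above the mean of all tested compounds plus 3 SD, cutoff set per campaign, cut at about 30% in these data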;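 also: 0% = DMSO wells and 100% = unlabeled Bim-BH3 peptide competitor; inhibitors lower millipolarization by displacing the labeled peptide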
GSTO1 inh = blocks human GSTO1 in RBBP9 counter-screen | P78417 | recombinant GSTO1, activity-based probe fluorescence polarization | inhibition, % at 5.96 µM | 300,000 tested, 1.1% active | AID 1974;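 active = inhibition above the campaign mean inhibition plus 3 SD, cut at about 35% in these data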;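 also: 0% = GSTO1-1 with DMSO and 100% = wells lacking GSTO1-1 enzyme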
Target sequence (P78417 whole entry, looked up): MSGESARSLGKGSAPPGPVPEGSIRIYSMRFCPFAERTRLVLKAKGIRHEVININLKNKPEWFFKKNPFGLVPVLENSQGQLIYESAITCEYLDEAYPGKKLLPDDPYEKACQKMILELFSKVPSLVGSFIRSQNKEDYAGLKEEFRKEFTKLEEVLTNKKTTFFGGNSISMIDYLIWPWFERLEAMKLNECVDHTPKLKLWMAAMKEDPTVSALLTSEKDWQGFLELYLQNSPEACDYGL
MEX-5 binding = C. elegans MEX-5 TCR-2 RNA binding activity; Q9XUB2; MEX-5/FITC-TCR2 RNA binding, fluorescence polarization; stronger effect = lower value; activity score (negative = inhibition of binding), % at 10 µM; 300,000 tested, 0.38% active; AID 1832;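 active = inhibition past about -25% in most replicates, and total fluorescence under double the plate's negative control median, limit read from the data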;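 also: 0% = DMSO and -100% = 5 µM competing unlabeled TCR2 RNA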
Target sequence (Q9XUB2 whole entry, looked up): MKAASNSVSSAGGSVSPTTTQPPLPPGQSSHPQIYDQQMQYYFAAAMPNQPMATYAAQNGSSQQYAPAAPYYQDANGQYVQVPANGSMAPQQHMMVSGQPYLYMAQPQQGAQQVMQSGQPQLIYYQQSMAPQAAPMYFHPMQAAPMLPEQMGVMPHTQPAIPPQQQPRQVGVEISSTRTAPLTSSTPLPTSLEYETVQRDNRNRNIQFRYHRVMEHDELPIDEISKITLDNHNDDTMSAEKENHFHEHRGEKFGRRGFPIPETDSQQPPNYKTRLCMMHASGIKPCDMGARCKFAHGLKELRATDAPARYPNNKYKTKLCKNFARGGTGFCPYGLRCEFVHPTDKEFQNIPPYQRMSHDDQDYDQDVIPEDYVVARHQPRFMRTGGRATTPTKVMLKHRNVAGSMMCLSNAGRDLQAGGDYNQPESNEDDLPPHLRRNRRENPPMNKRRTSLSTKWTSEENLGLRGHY
PAD4 inh = blocks human protein arginine deiminase 4; recombinant PAD4, RCA probe fluorescence polarization; AID 485272; inhibition, % at 6.36 µM; 330,000 tested, 0.41% active;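 active = percent inhibition above a cutoff equal to the mean of all tested compounds plus 3 SD, cut at about 15% in these data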;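 also: 0% = PAD4 with RCA probe and DMSO and 100% = probe without PAD4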
Starred values were filed as active, the others as inactive; nt = no result given.

SMILES	Fam108B counter	TPT1 inh	MCL1-BIM inh	GLD-1 RNA inh	PME-1 primary	Bcl-xL primary	GSTO1 inh	MEX-5 binding	PAD4 inh
COc1ccccc1/C=C/C=N/NC(=O)c1ccco1	0.9	-2.6	-7.9	2.0	2.1	2.4	3.1	-3.4	5.8
Cc1ccccc1C(=O)Nc1c2c(nc3ccccc13)CCCC2	0.8	0.2	11.6	2.9	4.2	4.2	-1.9	-1.8	-1.0
OC(COc1ccc2ccccc2c1)Cn1cncn1 (configuration not stated)	-3.4	-6.6	6.1	0.8	-2.1	8.2	1.4	1.4	3.6
CC1CCN(c2nc(/C=C/c3ccccc3)nc3ccccc23)CC1	-11.7	-0.1	-0.1	5.1	-3.2	-0.1	-5.0	2.7	0.5
CCOc1ccc(NC(C)=O)cc1	-0.7	-1.5	1.7	-3.7	-5.8	3.7	3.0	1.3	-3.3
CCSC1=NCCN1C(=O)c1c(-c2ccccc2Cl)noc1C	-2.9	-2.9	12.8	3.1	8.3	3.6	-4.0	1.8	1.1
C/C1=C\CCC2C(/C=C(\C)CC1)OC(=O)C2CN1CCCCC1 (configuration not stated)	-3.3	0.2	3.5	2.0	-0.6	3.5	-6.9	1.1	-0.6
O=C(CCN1C(=O)c2ccccc2C1=O)NCc1ccc(F)cc1	-1.1	-3.3	1.4	-2.7	-4.6	-0.9	1.7	0.2	0.2
O=C(CSc1n[nH]c(=O)[nH]c1=O)c1ccc(Cl)cc1Cl	-2.2	-1.6	13.9	0.9	5.9	12.0	2.6	0.0	0.7
NC(=S)NNC(=O)/C(=C/c1ccc(Br)cc1)NC(=O)c1ccccc1	-2.0	-2.6	3.7	-2.6	-0.7	-2.3	-0.8	-0.2	-0.6
COc1cc(NC(=O)c2nccnc2C(=O)O)cc(OC)c1	0.5	0.1	4.5	1.0	-1.2	5.8	12.6	2.0	-3.2
COc1ccc(NCc2ccsc2)cc1	2.8	1.8	4.5	-1.4	-2.5	1.3	1.1	-0.2	-1.0

Quoted at random: three records from the list
SMILES	Fam108B counter	TPT1 inh	MCL1-BIM inh	GLD-1 RNA inh	PME-1 primary	Bcl-xL primary	GSTO1 inh	MEX-5 binding	PAD4 inh
CCSC1=NCCN1C(=O)c1c(-c2ccccc2Cl)noc1C	-2.9	-2.9	12.8	3.1	8.3	3.6	-4.0	1.8	1.1
O=C(CSc1n[nH]c(=O)[nH]c1=O)c1ccc(Cl)cc1Cl	-2.2	-1.6	13.9	0.9	5.9	12.0	2.6	0.0	0.7
O=C(CCN1C(=O)c2ccccc2C1=O)NCc1ccc(F)cc1	-1.1	-3.3	1.4	-2.7	-4.6	-0.9	1.7	0.2	0.2

The list goes on:
SMILES	Fam108B counter	TPT1 inh	MCL1-BIM inh	GLD-1 RNA inh	PME-1 primary	Bcl-xL primary	GSTO1 inh	MEX-5 binding	PAD4 inh
CCOC(=O)c1cn(-c2c(C)n(C)n(-c3ccccc3)c2=O)c2c(F)c(F)c(F)cc2c1=O	2.1	-0.4	13.7	4.2	2.6	9.0	22.6	1.0	-1.5
C=CCn1c(SCC(=O)NCCCC(=O)OCC)nc2scc(-c3ccco3)c2c1=O	-2.2	-3.2	2.6	1.9	-0.5	5.1	-7.1	0.8	1.5
CC(NS(=O)(=O)c1ccc(Cl)cc1)C(c1cccs1)N1CCN(C)CC1 (configuration not stated)	3.0	0.4	3.4	0.1	2.7	2.0	0.4	0.6	-0.9
O=C(Nc1cccc(-c2cccc(F)c2)c1)C1CCN(C2CCC2)CC1	-5.0	-0.3	-0.8	0.7	-3.8	0.9	-6.5	2.6	-3.6
CS(=O)(=O)N(CC(=O)Nc1ccc(S(=O)(=O)N2CCCC2)cc1)c1cccc(F)c1	3.0	-3.9	1.2	-2.4	5.9	1.0	-6.6	0.8	-11.4
O=C(Nc1ccc(-c2ccc(N3CCCCC3)nn2)cc1)c1ccco1	-1.6	-1.2	6.7	4.0	-0.8	-2.4	1.0	-2.2	0.8
Cc1ccc(C)c2[nH]c(=O)c(CCNC(=O)CC(C)C)cc12	3.3	51.6*	-26.6	-36.6	-4.7	-16.5	5.7	-1.1	3.2
COc1ccc(C(=O)NC2CCCc3c2cnn3-c2ccccc2F)cc1OC (configuration not stated)	-2.4	0.0	1.0	0.5	1.9	3.2	8.7	0.8	0.3
Cc1cc(-c2ccccc2)nc2cc(C(=O)OC(C)C)nn12	-3.2	0.3	1.9	5.4	4.3	1.9	3.1	-0.1	4.7
O=c1cc(Nc2ccc3c(c2)OCCO3)[nH]c(=O)n1Cc1ccc(F)cc1	-0.3	-1.1	-4.5	1.3	-5.2	-0.1	-6.0	1.0	0.7
COC(=O)CCN(C)CCC(=O)OC	6.0	-6.8	-2.0	-0.4	0.1	8.2	9.0	-2.5	-1.4
Cc1c(-c2cc(C(=O)O)on2)cnn1C	0.9	0.9	14.2	1.0	-6.6	3.9	-9.3	-2.1	-4.1
COc1ccc(C(CC(=O)Nc2ccccn2)N2Cc3ccccc3C2=O)cc1OC (configuration not stated)	-1.2	0.2	-0.8	-6.5	0.4	1.7	1.1	-1.5	4.4
COc1cccc(CSc2nc3ccccc3cc2C=O)c1	-4.4	-1.2	4.7	7.8	-9.3	1.8	-9.9	1.2	-4.8
CCN(CC)S(=O)(=O)c1ccc(N2CCCC2)c(NC(=O)Cc2cc(OC)c(OC)c(OC)c2)c1	3.5	-0.8	0.5	5.4	10.3	2.7	-0.8	1.9	-0.9
Cc1ccc(C)c(NC(=O)COC(=O)Cc2ccsc2)c1	0.4	0.6	-2.7	6.2	2.6	7.6	-2.2	2.2	-3.1
C=CCSC1=C(C#N)C(c2ccccc2C)CC(=O)N1 (configuration not stated)	5.9	-3.6	6.9	1.3	-0.5	0.1	-2.5	-0.3	-2.3
O=[N+]([O-])c1ccc(Sc2ncccn2)c([N+](=O)[O-])c1	7.4	-0.6	3.8	9.6	3.5	5.7	20.4	3.0	6.4
O=C1CC(c2ccccc2)CC(O)=C1C=Nc1cccc(Cl)c1 (configuration not stated)	-5.3	0.9	-6.4	16.9	2.2	-1.7	3.6	3.0	-1.5
Cc1ccc(Cc2c(C)nc3nc(SCC(=O)NCCCN4CCOCC4)nn3c2C)cc1	0.4	-0.6	4.5	-4.7	-1.4	11.7	0.9	0.2	2.4
CN(C)CCNC(=O)/C(=C/c1ccc(-c2cccc(Cl)c2)o1)NC(=O)c1ccccc1	1.5	-2.4	-4.4	2.7	-0.4	-0.6	2.4	-1.7	-0.5
C/C(=N\NC(=O)c1ccccc1F)c1ccc(C#N)cc1	-0.8	-0.6	0.3	1.3	1.0	-0.5	-6.5	-2.8	-1.8
Cn1c(=N)n(CC(=O)c2ccccc2)c2ccccc21	-0.2	0.4	-2.0	-0.5	0.8	3.7	-0.9	-2.2	-1.0
Cc1nnc(SC(C)C(=O)Nc2nccs2)s1 (configuration not stated)	0.5	3.0	-18.0	-4.6	-0.9	-14.9	5.5	0.4	-4.6
Nc1n[nH]c(-c2ccccc2)c1-c1ccccc1	2.1	-2.9	0.6	-1.1	0.1	3.9	1.2	0.5	-2.8
CCN(CC)CCNC(=O)CCc1nn(C)c(=O)c2ccccc12	-0.2	-2.4	7.7	-5.4	-2.8	5.9	5.2	1.9	-2.4
CN(C)C(CNc1nnnn1-c1ccccc1)c1ccco1 (configuration not stated)	-1.6	3.6	12.0	0.6	-3.3	3.2	0.3	-1.1	-4.3
CCO[C@H]1OC(C(=O)NC2CC2)=C[C@@H](C2CC2)[C@@H]1CCCO	-1.8	0.9	15.2	2.1	-0.4	0.0	8.3	-1.5	-3.5
CC(NC(=O)CSCc1ccc(Br)cc1)c1ccccc1 (configuration not stated)	6.3	-3.4	-1.4	5.0	8.1	4.2	-1.1	4.6	1.9
CCN(CC)S(=O)(=O)c1ccc(Cl)c(C(=O)Oc2cccnc2)c1	-4.7	3.9	2.0	1.6	0.8	-1.6	2.9	-4.9	0.6
CCOC(=O)C(C(=O)OCC)N(C#N)c1nc(C)cc(C)n1	-0.9	-2.9	9.5	4.3	-1.2	9.1	-1.3	-0.3	-1.1
CCOC(=O)N/N=C(\C)c1ccc(Oc2ncccn2)cc1	-0.6	-2.0	3.2	5.1	4.4	2.9	-5.5	2.3	1.5
O=C1CC(N2CCN(c3ccc(F)cc3)CC2)C(=O)N1c1ccc2c(c1)OCO2 (configuration not stated)	-2.2	0.4	-2.1	2.0	-7.6	2.5	-0.6	-0.1	-3.8
CCOc1ccc(/C=N/Nc2nncc(-c3ccccc3)n2)cc1OC	5.1	-2.9	-2.3	-1.3	13.5	3.8	7.0	2.6	-6.9
Cn1cnnc1SCC(=O)NCCc1ccc(Cl)cc1Cl	1.1	2.3	-5.0	5.0	-3.7	-7.7	-4.9	2.1	-1.3
CCOC(=O)c1c2c(n(C)c1COC)C(=O)C(=O)c1ccc(Br)cc1-2	28.6*	-0.3	3.2	-12.2	-4.5	4.0	56.2*	-2.0	0.7
O=C(Nc1ccccc1Cc1ccccc1)c1ccccc1NS(=O)(=O)c1ccc(Cl)s1	12.7	-0.1	7.3	11.9	6.1	1.0	-93.2	-1.1	-5.7
O=C(Nc1ccccc1)C1CCN(C(=O)c2ccccc2)CC1	-0.4	-0.5	5.2	-2.7	-5.7	3.2	6.5	-1.5	1.6
Cc1onc(-c2ccccc2Cl)c1C(=O)Nc1ccc(-c2nnc3n2CCCCC3)cc1	-1.6	-2.6	-15.8	-3.7	0.1	-6.2	-5.7	3.2	-2.2
Cc1nnc(SCCCn2c(N3CCCCC3)nc3c2c(=O)[nH]c(=O)n3C)s1	-1.7	-0.1	5.5	-2.8	-4.9	2.0	0.6	-0.1	-0.8
CCOc1ccc(NC(=O)c2c(OC)cccc2OC)cc1	-5.0	-2.5	-1.1	0.0	-7.2	0.3	-4.3	-2.6	-5.8
O=C(NC1CCN(C(=O)NCc2ccccc2)CC1)c1cccc(F)c1	-0.6	-3.3	0.2	-6.0	4.0	-2.0	3.7	0.8	1.4
CCCCS(=O)(=O)Nc1ccc2ncn(C)c(=O)c2c1	-0.2	-2.5	6.2	1.0	-0.2	-0.2	2.5	0.7	-5.1
O=C(Oc1coc(CSc2ncccn2)cc1=O)c1ccc(Br)o1	-0.5	-0.7	7.7	-5.2	5.2	4.7	0.9	0.1	-1.6
Cc1ccccc1NC(=O)COC(=O)c1cc(S(=O)(=O)N2CCOCC2)ccc1C	nt	nt	5.9	3.3	5.7	5.3	nt	nt	1.4
CC(C)(C)NC(=O)CSc1nc(O)cc(=O)n1-c1ccccc1	0.6	-2.4	3.0	0.4	-1.0	1.5	5.4	0.8	-0.3
CCN(CC)CCN(Cc1cc2cc(C)ccc2[nH]c1=O)C(=S)Nc1ccccc1	3.5	-1.4	-4.2	3.9	2.2	3.2	-3.1	-0.7	-0.3
Nc1nc(Br)c2c(F)cccc2c1-c1ccccc1	1.7	1.7	0.1	6.7	5.6	-0.9	0.8	nt	5.5
CN(NS(=O)(=O)c1ccc(Cl)cc1)c1cnn(C)c(=O)c1Cl	-0.7	0.4	2.3	2.6	-2.5	6.4	-0.8	-2.6	0.3
Cn1c(COc2ccc(F)cc2)nc2ccccc21	5.1	3.1	0.9	1.2	-1.2	-1.1	-2.4	-1.4	-8.2

An excerpt; rates above refer to the full screens.
